From PubChem
beta cell repl: inducers of MIN6 beta-cell proliferation, primary screen, ATP luminescence, uHTS. proliferation, % at 10 µM. AID 2380, 2010. hit rate 0.29% among 330,000. MIN6 cells proliferation, ATPlite luminescence, 48 h; cells starved in 0.2% serum; 100% = growth in 10% serum;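 active = compounds whose signal lies at least 3.5 SD above the mean of all wells on their plate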;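 note: 0% = DMSO-treated cells in low-serum medium and 100% = 10% serum control; some compounds called inactive have numbers as strong as hits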
A3G deaminase: APOBEC3G DNA deaminase inhibitors, primary screen, biochemical, fluorescence, single-stranded DNA substrate, uHTS; DNA dC->dU-editing enzyme APOBEC-3G (Homo sapiens), Q9HC16; recombinant A3G, ssDNA deamination FAM/TAMRA fluorescence; inhibition, % at 20 µM; hit rate 0.28% among 330,000;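 active = inhibition of at least 40% at 20 µM, with no more than 30% in the related APOBEC3A deaminase screen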;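 note: plate controls were DMSO wells with A3G for no effect and wells lacking A3G enzyme for full effect; some compounds called inactive have numbers as strong as hits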
Target sequence (Q9HC16 whole entry, looked up): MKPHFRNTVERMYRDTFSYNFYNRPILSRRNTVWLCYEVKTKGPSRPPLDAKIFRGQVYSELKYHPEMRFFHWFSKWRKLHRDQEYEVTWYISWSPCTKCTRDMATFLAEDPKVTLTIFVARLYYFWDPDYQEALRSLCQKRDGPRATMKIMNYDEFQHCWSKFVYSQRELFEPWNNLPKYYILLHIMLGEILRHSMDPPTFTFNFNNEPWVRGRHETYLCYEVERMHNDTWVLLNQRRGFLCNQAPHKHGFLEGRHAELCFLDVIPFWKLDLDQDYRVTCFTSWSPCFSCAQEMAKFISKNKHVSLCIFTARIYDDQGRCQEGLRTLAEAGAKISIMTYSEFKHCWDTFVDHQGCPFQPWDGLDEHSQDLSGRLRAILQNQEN
hIAP inh: human IAP inhibitors, primary screen, biochemical, luminescence, uHTS; hit rate 0.12% among 330,000; Intestinal-type alkaline phosphatase (Homo sapiens), P09923; inhibition, % at 10 µM; purified IAP, CDP-Star luminescence, 30 min;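 active = inhibition reaching a set limit with compound at 10 µM in the primary screen, cut at about 35% in these data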;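 note: plate controls were DMSO wells with enzyme for no effect and no-enzyme buffer wells for full effect; values of inactives mirror those of a sister screen read the other way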
mIAP block: inhibitors of mouse IAP, primary screen, biochemical, luminescence, uHTS; intestinal alkaline phosphatase [Mus musculus]; purified mouse IAP, CDP-Star luminescence, 30 min; inhibition, % at 10 µM; hit rate 0.2% among 330,000;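 active = inhibition of at least 40% at 10 µM in the primary screen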;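 note: plate controls were DMSO with enzyme for no effect and no enzyme wells for full effect; values of inactives mirror those of a sister screen read the other way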
MPTP block: mitochondrial permeability transition pore inhibitors, primary screen, biochemical, isolated mouse mitochondria, absorbance; Ca2+ swelling absorbance, 30 min; inhibition, % at 10 µM; hit rate 1.4% among 360,000;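 active = inhibition of 50% or more, scaled per plate between neutral and stimulator controls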;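 note: 0% = DMSO wells given calcium and 100% = 1 mM EGTA wells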
A3A deaminase: APOBEC3A ssDNA deaminase inhibitors, primary screen, selectivity assay for APOBEC3G inhibitor project, biochemical, FAM/TAMRA oligo cleavage fluorescence; DNA dC->dU-editing enzyme APOBEC-3A (Homo sapiens), P31941; recombinant A3A, FAM/TAMRA ssDNA deamination fluorescence; inhibition, % at 20 µM; hit rate 0.41% among 330,000; AID 493011, 2011;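 active = at least 40% inhibition at 20 µM here, with at most 30% in a related deaminase screen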;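 note: plate controls were A3A with DMSO for no effect and wells lacking A3A enzyme for full effect; some results filed as inactive read as strong as hits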
Target sequence (P31941 whole entry, looked up): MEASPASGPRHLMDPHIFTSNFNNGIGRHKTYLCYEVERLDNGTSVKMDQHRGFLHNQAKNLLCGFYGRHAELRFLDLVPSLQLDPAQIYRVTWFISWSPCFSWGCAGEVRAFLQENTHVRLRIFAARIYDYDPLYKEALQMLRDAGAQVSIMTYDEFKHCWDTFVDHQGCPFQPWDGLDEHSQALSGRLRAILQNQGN
mIAP activ: activators of mouse IAP, primary screen, biochemical, luminescence, uHTS | intestinal alkaline phosphatase [Mus musculus] | hit rate 0.24% among 330,000 | activation factor at 10 µM | muIAP, CDP-Star luminescence, 30 min; active compounds read high; 1 = vehicle-only enzyme signal, 0 = enzyme-free wells;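 active = activation factor of at least 2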; note: the source names both 10 and 20 µM as test concentration; values of inactives mirror those of a sister screen read the other way
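also added = chemiluminescent substrate CDP-Star | test system = mouse IAP enzyme | signal = chemiluminescence readout | compound = DMSO-dissolved test compounds | incubation = 30 min at room temperature | benchmarks = DMSO wells, no-enzyme wells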
ATG4B inhibitor: ATG4B protease inhibitors, primary screen, biochemical, fluorescence, uHTS; ATG4B cleavage of LC3-PLA2, NBD-HPC fluorescence, 1 h; inhibition, % at 8.33 µM; hit rate 0.51% among 340,000; in the data active = inhibition above about 40%
Target sequence (Q9Y4P1 whole entry, looked up): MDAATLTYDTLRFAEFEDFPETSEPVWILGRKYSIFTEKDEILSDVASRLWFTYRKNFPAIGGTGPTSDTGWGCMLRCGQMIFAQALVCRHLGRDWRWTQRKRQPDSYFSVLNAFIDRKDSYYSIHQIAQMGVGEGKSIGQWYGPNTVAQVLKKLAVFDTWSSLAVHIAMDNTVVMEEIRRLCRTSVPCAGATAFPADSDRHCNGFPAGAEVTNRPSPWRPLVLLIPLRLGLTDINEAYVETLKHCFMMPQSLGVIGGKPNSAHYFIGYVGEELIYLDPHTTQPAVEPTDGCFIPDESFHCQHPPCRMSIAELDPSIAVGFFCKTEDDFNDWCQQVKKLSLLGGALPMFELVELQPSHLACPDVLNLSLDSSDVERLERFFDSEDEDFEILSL
hIAP activ: human IAP activators, primary screen, biochemical, luminescence, uHTS | hit rate 0.16% among 330,000 | Intestinal-type alkaline phosphatase (Homo sapiens), P09923 | activation factor at 10 µM | purified human IAP, CDP-Star luminescence, 30 min; active compounds read high; 1 = vehicle-only enzyme, 0 = enzyme-free background | AID 2524, 2010;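 active = activation factor of the enzyme at least 2-fold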; note: the source names both 10 and 20 µM as test concentration; values of inactives mirror those of a sister screen read the other way
Numbers without * were called inactive; . = no result given.

Sample of the layout (nine entries):
cpd	compound	hIAP activ	hIAP inh	mIAP block	mIAP activ	MPTP block	ATG4B inhibitor	A3A deaminase	A3G deaminase	beta cell repl
1	COc1ccc(C2N(c3ccccc3)C(=O)C2(F)F)cc1OC (stereo not drawn)	1.1	-10	0	1	-0.3	5	0	-4	0
2	C=CCOc1c(OC)cc(Cl)cc1C1NC(=O)NC(C)=C1C(C)=O (stereo not drawn)	0.89	11	5	0.95	-0.4	-15	1	5	0
3	CC(OC(=O)[C@H](C)NC(=O)c1ccccc1Cl)C(=O)NCc1ccc2c(c1)OCO2 (stereo partly drawn)	0.94	6	0	1	0.4	-15	0	-10	-3
4	NC(=O)c1cc([N+](=O)[O-])c(Cl)cc1NCc1ccccn1	1.1	-11	14	0.86	1.3	7	-3	3	-9
5	Cn1nc(C(=O)OCC(=O)Nc2sccc2C(N)=O)c2ccccc2c1=O	1.2	-15	4	0.96	5.0	3	2	-1	-1
6	Cc1cc(=O)[nH]c(SCc2nnnn2-c2ccc(Cl)cc2)n1	1.1	-8	17	0.83	0.4	-4	0	0	0
7	Cc1ccc(CN(CC(=O)NCc2ccc3c(c2)OCO3)C(=O)c2csnn2)cc1	1	-2	6	0.94	0.5	-5	0	-3	1
8	CS(=O)(=O)N(CC(=O)Nc1cccc(Cl)c1)c1ccccc1Cl	1.8	-84	-12	1.1	0.6	-7	-3	-5	-3
9	COc1ccc(/C=C/C(=O)OCC(=O)Nc2c(C)cccc2C)cc1	0.89	11	10	0.9	2.3	3	-1	-4	-3

The listing, repeating the preview:
cpd	compound	hIAP activ	hIAP inh	mIAP block	mIAP activ	MPTP block	ATG4B inhibitor	A3A deaminase	A3G deaminase	beta cell repl
1	COc1ccc(C2N(c3ccccc3)C(=O)C2(F)F)cc1OC (stereo not drawn)	1.1	-10	0	1	-0.3	5	0	-4	0
2	C=CCOc1c(OC)cc(Cl)cc1C1NC(=O)NC(C)=C1C(C)=O (stereo not drawn)	0.89	11	5	0.95	-0.4	-15	1	5	0
3	CC(OC(=O)[C@H](C)NC(=O)c1ccccc1Cl)C(=O)NCc1ccc2c(c1)OCO2 (stereo partly drawn)	0.94	6	0	1	0.4	-15	0	-10	-3
4	NC(=O)c1cc([N+](=O)[O-])c(Cl)cc1NCc1ccccn1	1.1	-11	14	0.86	1.3	7	-3	3	-9
5	Cn1nc(C(=O)OCC(=O)Nc2sccc2C(N)=O)c2ccccc2c1=O	1.2	-15	4	0.96	5.0	3	2	-1	-1
6	Cc1cc(=O)[nH]c(SCc2nnnn2-c2ccc(Cl)cc2)n1	1.1	-8	17	0.83	0.4	-4	0	0	0
7	Cc1ccc(CN(CC(=O)NCc2ccc3c(c2)OCO3)C(=O)c2csnn2)cc1	1	-2	6	0.94	0.5	-5	0	-3	1
8	CS(=O)(=O)N(CC(=O)Nc1cccc(Cl)c1)c1ccccc1Cl	1.8	-84	-12	1.1	0.6	-7	-3	-5	-3
9	COc1ccc(/C=C/C(=O)OCC(=O)Nc2c(C)cccc2C)cc1	0.89	11	10	0.9	2.3	3	-1	-4	-3
10	COc1cc(/C=N/NC(=O)COc2c(C)cc([N+](=O)[O-])cc2C)ccc1OC(=O)c1ccccc1	0.96	4	9	0.91	1.8	-11	1	-2	-6
11	CC(=O)c1cccc(S(=O)(=O)N2CCC(C(=O)O)(c3ccccc3)CC2)c1	0.97	3	-4	1	-1.9	-8	0	-4	2
12	Cc1cc(C(F)(F)F)nc(SCCN2CCCCC2)c1C#N	0.79	21	-2	1	0.2	-2	-6	-2	0
13	COCC(C)n1c(SCC(=O)NNC(=O)c2ccccc2)nc2ccccc2c1=O (stereo not drawn)	0.95	5	5	0.95	-0.4	20	1	-2	2
14	O=C(Nc1ccc(F)cc1F)c1cc(-c2ccco2)on1	1.1	-7	-15	1.1	-0.5	-3	2	-1	-3
15	Cc1cc(N2CCCCC2)ccc1[N+](=O)[O-]	0.93	7	1	0.99	1.8	-1	-1	-5	2
16	CC(NC(=O)c1cnc2n(c1=O)CCS2)c1ccccc1 (stereo not drawn)	0.87	13	-5	1	0.4	-12	1	-2	0
17	COc1ccccc1N=C1SC(C)CN1C(=O)C1CCC1 (stereo not drawn)	0.99	1	-4	1	.	.	1	1	-2
18	CCC(C)Sc1ccc([C@H]2N[C@@](Cc3ccccc3)(C(=O)OC)[C@H]3C(=O)N(CC)C(=O)[C@@H]23)cc1OC (stereo partly drawn)	1.1	-8	-12	1.1	1.2	0	3	7	-4
19	C[C@H]1COC(=O)[C@@H](CC(=O)OC(C)(C)C)C/C=C\C[C@@H](CC(=O)N[C@H](CO)Cc2ccccc2)C(=O)N1	1.1	-7	-2	1	-0.6	2	-1	-8	2
20	COc1ccc(CCNC(=O)CSc2nnc3ccccn23)cc1	1.1	-13	0	1	-3.5	6	9	-2	0
21	Cc1ccc(C(=O)COC(=O)CNC(=O)c2ccc(N3C(=O)c4ccccc4C3=O)cc2)cc1C	1.1	-5	-3	1	4.1	-9	1	-7	-4
22	Cc1sc(NC(=O)c2sc3nc4c(C)cccc4cc3c2N)c(C#N)c1C	0.94	6	24	0.76	30	-1	3	3	-6
23	CS(=O)(=O)c1ccc(Cl)c(NC(=O)CN2CCCC2c2ccc3c(c2)OCCCO3)c1 (stereo not drawn)	0.89	11	4	0.96	-1.4	-10	-5	-12	3
24	O=C(NCCN1CCOCC1)Nc1cccc(Cl)c1	0.95	4	6	0.94	-0.3	6	5	2	-1
25	Cc1noc(C)c1CSCC(=O)NC1=NCCS1	0.88	12	2	0.98	3.4	-6	0	-6	2
26	Cc1ccc(N2C(=O)c3ccccc3C2=O)cc1Cl	1.1	-6	-4	1	-0.7	30	-4	-7	-1
27	O=C(COC(=O)COc1cccc(Br)c1)Nc1c(Cl)cccc1Cl	1	-2	-5	1	0.7	4	0	0	0
28	COc1ccc(Cn2nnc3c(=O)[nH]c(C4CCN(S(=O)(=O)c5ccc(C)cc5)CC4)nc32)cc1	1.1	-10	10	0.9	0.9	-9	1	-1	-4
29	CC(=O)NNC(=S)NC(=O)c1ccccc1	1.6	-56	25	0.75	-0.5	-2	0	27	-1
30	Cc1ncc([N+](=O)[O-])n1CCOC(=O)Nc1ccc(Cl)c(Cl)c1	0.99	1	13	0.87	17	-7	-2	-3	-2
31	CN(CC(=O)Nc1cccc(F)c1)CC(=O)N(C)c1c(N)n(Cc2ccccc2)c(=O)[nH]c1=O	1.1	-6	0	1	-0.5	0	-3	-8	3
32	O=c1c2c3c(sc2nc(N2CCNCC2)n1CCc1ccccc1)CCCCC3	1	-1	5	0.95	-1.9	-1	-2	-3	-6
33	Cc1ccc(S(=O)(=O)NNC(=O)Nc2ccc(C)c(C)c2)c(C)c1	1.1	-8	-1	1	2.2	-8	0	3	-6
34	O=C(c1c(F)cccc1F)N1CCC(O)(c2cccnc2)CC1	1.3	-35	0	1	-2.8	-6	-3	-8	-1
35	COc1cc(CNc2ccccc2SC)ccc1O	0.93	7	8	0.92	0.3	5	0	-4	0
36	N#Cc1cccc(NC(=O)Cn2cnc(S(=O)(=O)N3CCc4ccccc43)c2)c1	1	-4	7	0.93	-1.2	3	-3	-1	-1
37	CN(CCc1cn[nH]c1)C(=O)CC1C(=O)NCCN1Cc1cccc(Oc2ccccc2)c1 (stereo not drawn)	0.95	5	2	0.98	-0.6	29	-4	-8	-2
38	C=CCn1c(O)c(CN2CCCCC2)c(C)c(C#N)c1=O	1.1	-10	0	0.99	-4.3	-12	-7	-7	-2
39	CCn1cc(Cl)c(C(=O)N2N=C(c3ccc4ccccc4c3)CC2c2ccccc2O)n1 (stereo not drawn)	1.1	-12	-4	1	5.1	0	3	-1	0
40	Cc1ccc(NC(=S)N2CCC(N(C)CC3CCCO3)CC2)cc1 (stereo not drawn)	0.89	11	-6	1.1	1.9	5	3	-5	0
41	CC1(NC(=O)CSc2nnc(-c3ccco3)n2Cc2ccccc2)CCS(=O)(=O)C1 (stereo not drawn)	0.92	8	-13	1.1	-0.2	-4	0	-8	-1
42	CCOC(=O)c1ccccc1NC(=O)COC(=O)C1CCCC1	1.2	-16	-5	1	1.3	-1	1	2	7
43	Cc1cc(CNC(=O)c2cc(-c3ccccc3)nc3ccccc23)nn1C	1	0	11	0.89	0.3	-8	-3	-7	1
44	S=C(Nc1ccccc1)Nc1nc2ccccc2n1CCOc1ccc(Br)cc1	1.1	-10	23	0.77	0.8	2	-3	-9	0
45	CCN1CCN(CCNC(=O)c2ccc3c(c2)N(Cc2ccc(F)cc2)C(=O)c2ccccc2S3=O)CC1 (stereo not drawn)	0.74	26	2	0.98	-0.9	2	-2	-1	-4
46	O=C(Nc1cccc(C(=O)O)c1)/C(=C\c1ccccc1)NC(=O)c1cccc2ccccc12	0.92	8	-2	1	-0.1	-5	-2	-5	-4
47	CN1C2CCC1CC(NC(=O)c1ccc([N+](=O)[O-])cc1)C2 (stereo not drawn)	0.96	4	3	0.97	0.1	5	3	-5	-1
48	COc1ccc(CNC(=O)COc2ccc(F)cc2)cc1	0.94	6	-5	1	-0.6	-16	0	-4	1
49	COc1cc(-c2c(C#N)c(N)nc3c2CCCC3)ccc1O	0.94	6	-4	1	1.5	-10	-1	-5	1
50	Cc1ccc(S(=O)(=O)c2cc3ccccc3nc2N)cc1	0.91	10	6	0.94	-0.3	-8	-1	-8	-1
51	Cc1cc(O)c(/C=N/Nc2ccccc2Cl)c(=O)o1	0.97	2	0	1	0.7	-7	-2	47*	2
52	CC(=O)c1ccc(NC(=S)NNC(=O)c2ccccc2[N+](=O)[O-])cc1	1.4	-38	25	0.75	0.7	-6	1	-5	0
53	O=C(CN1C(=O)c2ccccc2S1(=O)=O)Nc1ncc([N+](=O)[O-])s1	1.2	-22	11	0.89	-0.4	-5	3	-2	2
54	O=C(Cn1cc(C(F)(F)F)cc(Cl)c1=O)Nc1ccc(N2CCOCC2)cc1	0.97	3	5	0.95	0.2	-2	1	-2	-2
55	CN(Cc1c(C(=O)N/N=C/c2cc(F)ccc2F)nnn1-c1nonc1N)C1CCCCC1	1.3	-26	-3	1	2.9	-5	-3	-4	0
56	COc1ccc(C(=O)NC(=S)Nc2ccc(CN3CCOCC3)cc2)cc1Br	1.2	-16	17	0.83	0.4	-10	0	4	-2
57	N#C/C(=C(/O)CCl)c1nc(-c2ccccc2)cs1	0.84	16	25	0.75	37	-3	2	-1	-6
58	CC(C)CNS(=O)(=O)c1cc(C(=O)OC2CCOC2=O)c(Cl)cc1Cl (stereo not drawn)	0.99	1	4	0.96	0.7	1	3	-1	1
